HADH2 inhib – qHTS Assay for Inhibitors of HADH2 (Hydroxyacyl-Coenzyme A Dehydrogenase, Type II). recombinant HADH2, NADH fluorescence, beta-hydroxybutyryl-CoA. 73,000 compounds, 3.4% hits. AID 886, 2007. 3-hydroxyacyl-CoA dehydrogenase type-2 (Homo sapiens), Q99714. Potency, µM (titrated, usually from 57.1 µM), for inactives: at the top dose activity change, negative = inhibition, most hits filed as inhibitors; also: potency is read from the fitted curve at half-maximal effect; % is scaled to controls: 0 for no effect and ±100 for the full control effect; nearly all actives have a fitted effect of over 60% in size; many of its hits are not listed in these tables
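20 nM HADH2 + cpd, 15 min RT; add 1 mM NAD+/90 uM beta-hydroxybutyryl-CoA; kinetic fluorescence 360/450 nm, 4 min. Tris-HCl pH 9.0, 0.01% Tween-20.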
Casp7 inh – qHTS Assay for Allosteric/Competitive Inhibitors of Caspase-7 | P55210 | recombinant caspase-7, Ac-DEVD-AFC fluorescence rate | Potency, µM (highest dose often 57.5 µM), for inactives: at the top dose activity change, negative = inhibition, actives largely listed as inhibitors | 75,000 compounds, 0.02% hits; active = well fitted inhibition curve with a large enough effect in the main read-out, with a control signal flat, not every such curve was filed as active; inconclusive = small, poorly fitted or top-dose-only effect, or a change in a side signal; also: potency is read from the fitted curve at half-maximal effect; % of control where 0% means no effect
Target sequence (P55210 24-198 limits assumed): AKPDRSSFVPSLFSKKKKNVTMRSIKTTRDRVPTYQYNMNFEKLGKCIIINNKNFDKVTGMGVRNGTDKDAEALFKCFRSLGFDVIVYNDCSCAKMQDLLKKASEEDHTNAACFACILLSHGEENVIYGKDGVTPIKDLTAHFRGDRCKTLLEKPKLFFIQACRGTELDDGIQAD
Target sequence (P55210 207-303 limits assumed): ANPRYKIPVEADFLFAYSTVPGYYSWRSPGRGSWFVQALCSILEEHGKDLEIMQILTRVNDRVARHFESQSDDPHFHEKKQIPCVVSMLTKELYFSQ
USP2a inhib – qHTS Assay for Inhibitors of Ubiquitin-specific Protease USP2a; Ubiquitin carboxyl-terminal hydrolase 2 (Homo sapiens), O75604; USP2a enzymatic assay, qHTS inhibition; Potency, µM (titrated, usually from 38.3 µM), for the others: at the top dose activity change, negative = inhibition, hits mostly inhibitors; 60,000 compounds, 0.1% hits;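 also: potency is read from the fitted curve at half-maximal effect; nearly all actives have a fitted effect of over 60% in size; plate controls were DMSO for no effect and NEM full inhibition control for full effect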
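Inhibition is measured in a cell-free coupled assay with 20 nM USP2 core, 20 nM Ub-PLA2 and 20 uM NBD C6-HPC, 2.5 h incubation. Activity normalized to NEM control.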
BRCT inh red – qHTS Assay for Inhibitors of BRCT-Phosphoprotein Interaction (Red Fluorophore) | BRCT-phosphopeptide binding, red fluorescence polarization | 75,000 compounds, 0.03% hits | AID 892, 2007 | Potency, µM (titrated, usually from 76.9 µM), for the others: at the highest dose activity change, negative = inhibition, hits mostly inhibitors; also: % is scaled to controls: 0 for no effect and ±100 for the full control effect
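Fluorescence polarization: 100 nM His-tagged BRCA1 BRCT with 100 nM TAMRA-labelled phospho-BACH1 decapeptide, phosphate buffer pH 7.3 with 150 mM NaCl, DTT, 0.01% Tween 20; 12 min RT. Binding inhibition seen as FP decrease.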
Pol III holo inh – qHTS Assay for Inhibitors of DNA Polymerase III Holoenzyme System. reconstituted DNA polymerase III holoenzyme replication, biochemical. Potency, µM (series often up to 57.1 µM), for inactives: at the highest dose activity change, negative = inhibition. 71,000 compounds, 0.25% hits; also: potency is read from the fitted curve at half-maximal effect; % is scaled to controls: 0 for no effect and ±100 for the full control effect
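Reconstituted *E. coli* holoenzyme (0.35 nM Pol III, 1 nM beta, 154 nM SSB, 2 nM primase) was preincubated with compound for 15 min at RT. Synthesis on 1.4 nM ssM13Gori ran 35 min, then was stopped with PicoGreen/EDTA and read as dsDNA fluorescence.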
HEK293 cAMP cs – qHTS Assay for Agonists of the Thyroid Stimulating Hormone Receptor: Activators of Intracellular cAMP Concentrations in Parental HEK 293; parental HEK293 CNG cAMP sensor, membrane potential fluorescence; Potency, µM (doses to about 57.1 µM), inactives show at the highest dose activation, actives largely listed as activators; 73,000 compounds, 2.5% hits; AID 938, 2007; also: potency is read from the fitted curve at half-maximal effect; % of control where 0% means no effect; nearly all actives have a fitted effect of over 55% in size
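Parental HEK 293 cells stably expressing a modified CNG channel (no TSHR) report cAMP rise as membrane depolarization. Membrane potential dye with 100 uM RO 20-1724 was loaded for 60 min at room temperature, then compound added for 30 min; fluorescence read at 590 nm.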
ALOX15 inhib – qHTS Assay for Inhibitors of 15-hLO (15-human lipoxygenase) | purified 15hLO-1, xylenol orange hydroperoxide absorbance | 74,000 compounds, 1.4% hits | Potency, µM (series often up to 57.1 µM), inactives show at the top dose activity change, negative = inhibition, actives largely listed as inhibitors | AID 887, 2007; also: potency is read from the fitted curve at half-maximal effect; % is scaled to controls: 0 for no effect and ±100 for the full control effect; nearly all actives have a fitted effect of over 55% in size
Target sequence (P16050 whole entry, looked up): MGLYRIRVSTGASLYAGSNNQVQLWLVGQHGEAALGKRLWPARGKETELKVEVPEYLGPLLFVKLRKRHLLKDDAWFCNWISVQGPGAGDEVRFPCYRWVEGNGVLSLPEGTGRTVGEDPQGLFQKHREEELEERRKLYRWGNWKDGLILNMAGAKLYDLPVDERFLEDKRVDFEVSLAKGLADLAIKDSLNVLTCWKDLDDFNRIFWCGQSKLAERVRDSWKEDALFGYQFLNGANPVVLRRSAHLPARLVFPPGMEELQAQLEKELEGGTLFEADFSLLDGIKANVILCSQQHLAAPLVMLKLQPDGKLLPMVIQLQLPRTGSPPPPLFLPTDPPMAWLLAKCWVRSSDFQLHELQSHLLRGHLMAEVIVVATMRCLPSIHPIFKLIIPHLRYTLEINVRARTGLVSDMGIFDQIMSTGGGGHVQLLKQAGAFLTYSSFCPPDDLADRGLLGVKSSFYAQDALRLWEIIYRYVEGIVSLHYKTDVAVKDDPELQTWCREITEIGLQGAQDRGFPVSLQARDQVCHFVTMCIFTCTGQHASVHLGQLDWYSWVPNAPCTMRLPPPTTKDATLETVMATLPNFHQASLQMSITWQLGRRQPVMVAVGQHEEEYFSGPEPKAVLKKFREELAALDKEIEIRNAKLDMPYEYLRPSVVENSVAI
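Hydroperoxide formed from arachidonic acid (50 uM) by purified human 15hLO-1 (40 nM) oxidizes ferrous iron, and the ferric-xylenol orange complex is read at 573 versus 405 nm. Compounds were preincubated 15 min; reaction ran 6 min at room temperature.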
BRCT PPI green – qHTS Assay for Inhibitors of BRCT-Phosphoprotein Interaction (Green Fluorophore) | BRCA1 BRCT-phosphopeptide binding, green fluorescence polarization | 75,000 compounds, 0.05% hits | AID 875, 2007 | Potency, µM (titrated, usually from 76.9 µM), without a hit: at the highest dose activity change, negative = inhibition, most hits filed as inhibitors;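 also: potency is read from the fitted curve at half-maximal effect; plate controls were peptide without protein for full effect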
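Compounds were incubated for 12 min at room temperature with a complex of 100 nM fluorescein-tagged pBACH1 decapeptide and 250 nM His-tagged BRCT protein. Buffer was phosphate pH 7.3 with EDTA, DTT and Tween 20. Disruption of binding lowers the polarization signal.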
Casp1 inh – qHTS Assay for Allosteric/Competitive Inhibitors of Caspase-1; Potency, µM (titrated, usually from 57.5 µM), for inactives: at the highest dose activity change, negative = inhibition, usual class: inhibitors; Caspase-1 enzyme, Ac-WEHD-AFC fluorogenic rate; P29466; 75,000 compounds, 0.03% hits;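 also: potency is read from the fitted curve at half-maximal effect; plate controls were vehicle for no effect and no substrate for full effect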
Tau fil binding – qHTS Assay for Tau Filament Binding; Microtubule-associated protein tau (Homo sapiens), P10636; recombinant tau filaments, thioflavin S fluorescence, 15 h; filaments grown with octadecylsulfate alongside compound; Potency, µM (highest dose often 57.1 µM), inactives show top-dose activity change, negative = inhibition; 71,000 compounds, 2% hits; AID 596, 2007;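 also: potency is read from the fitted curve at half-maximal effect; % is scaled to controls: 0 for no effect and ±100 for the full control effect; actives lower thioflavin S fluorescence by blocking filaments or displacing dye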
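His-tagged recombinant human tau (exons 2, 3, 10; 1 uM final) fibrillized with 30 uM sodium octadecylsulfate, 15 h at 37 C, in pH 7.4 HEPES buffer with 10 uM thioflavine S and 5 mM DTT. Reduced ThS fluorescence (450/510 nm) marks activity.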
Rhodamine autofl – qHTS Assay for Spectroscopic Profiling in Rhodamine Spectral Region. Rhodamine-region fluorescence, 547/598 nm, Tris buffer; hits give high values. AID 594, 2007. max dye-equivalent concentration, M. 59,000 compounds, 0.05% hits; in the data active = max dye-equivalent concentration above about 11 nM; inconclusive = between about 1.1 nM and that limit
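Steps: pin-transfer compounds into pH 8.0 Tris (100 mM), hold 15 min at room temperature, image with a 547/598 nm filter pair, and convert intensities to rhodamine-equivalent concentration using a six-point on-plate rhodamine series.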
Starred values were filed as active, the others as inactive; i = inactive; ? = inconclusive; . = not tested or not shown; [ ] = dose if it differs, or a comment. Unless noted, calls follow the shape of the dose curve; as a rule, active = well fitted curve in the direction sought with a large enough effect; inconclusive = small, poorly fitted or top-dose-only effect, or another doubt; inactive = no such curve, though single readings can be large; an effect the other way counts as inactive or inconclusive. These rows are one share of the data; the hit share may differ from the screen's.

SMILES | HADH2 inhib | Casp7 inh | USP2a inhib | BRCT inh red | Pol III holo inh | HEK293 cAMP cs | ALOX15 inhib | BRCT PPI green | Casp1 inh | Tau fil binding | Rhodamine autofl
Cc1nc(N2CCOCC2)c2nc(-c3ccccc3)n(CCCN3CCOCC3)c2n1 | ? | -1% | . | 0.7% | -3% | 9% | -9% | -1.2% | -6% | 18% | .
COC(=O)C(C)NC(=O)C(C)NC(=O)OCc1ccccc1 (stereo not drawn) | -1% | 1% | 2% | -1.3% | -1% | 8% | 8% | 1.2% | 2% | -9% | i
Cn1cccc1C(=O)N1CCC2(CC1)CN(c1ccncc1)C2 | -6% | 0% | -31% | 0.7% | -4% | 8% | 5% | -0.1% | -4% | -2% | i
CS(=O)(=O)N1CCN(c2nc(-c3ccccc3)cs2)CC1 | -7% | -1% | -1% | 1.3% | -7% | -2% | -4% | -1.2% | -2% | 8% | .
C[C@H](Br)C(=O)c1ccc2cc(Br)c3ccccc3c2c1 | -9%[11.4 µM] | 0%[11.5 µM] | . | -2.9%[15.4 µM] | -16%[11.4 µM] | -5%[11.4 µM] | 0%[11.4 µM] | -0.1%[15.4 µM] | 0%[11.5 µM] | -11%[11.4 µM] | i
CCCCOCCCNC(=O)Cc1ccccc1OC | 0%[11.4 µM] | 1% | 2%[7.66 µM] | -0.2% | 0%[11.4 µM] | 8%[11.4 µM] | 6%[11.4 µM] | -1.4% | -1% | -8%[11.4 µM] | .
Clc1ccc(OCc2nn3c(-c4ccncc4)nnc3s2)cc1 | 3% | -1% | 0% | 0.2% | -4% | 32µM* | 23% | -3.2% | 1% | -9% | i
O=C(CSc1nnc(CNc2ccc(Cl)cc2)n1Cc1ccccc1)NCc1ccco1 | 3% | -3% | 8% | 0.4% | 1% | 21% | -6% | -4.1% | -3% | 40% | i
O=C(CN1CCc2ccccc2C1)Nc1ccccc1N1CCCCCC1 | -12% | -3% | -3% | -0.3% | -6% | 9% | -11% | 1.6% | -4% | 6% | i
O=C1C2=C(Nc3ccccc3SC2c2ccco2)c2ccccc21 (stereo not drawn) | 25µM* | -4% | 22% | -1.2% | 0% | -23% | ? | -1.6% | -3% | 4µM* | .
COc1ccc2[nH]c(=O)c(CN(Cc3ccco3)C(=O)c3ccccc3)cc2c1 | -22% | -9% | 15% | -0.7% | -7% | 20% | ? | 3.4% | -12% | 0% | i
COc1ccc(N2CCN(CC(=O)N3CCC(C)CC3)CC2)cc1 | -3% | 0% | 8% | -1.6% | 0% | -2% | 20% | -0.4% | 1% | -13% | i
NS(=O)(=O)c1ccc(CCNC(=O)NC2(C(F)(F)F)Oc3ccccc3O2)cc1 | -28% | 1% | 7% | 0.5% | 2% | 7% | -1% | -1.6% | 0% | -7% | i
COc1ccc(NC(=O)c2cnc(C)cn2)cc1-n1cnnn1 | 4% | -1% | -10% | -1.6% | 0% | -5% | -2% | -0.6% | -2% | -2% | i
Cc1nc2ccc(S(=O)(=O)NC(C(=O)N3CCCC3)C(C)C)cc2s1 (stereo not drawn) | 12% | -4% | . | -1.0% | -3% | 7% | -1% | -1.6% | -1% | -3% | .
O=C(c1cccs1)N(Cc1nc2sc3c(c2c(=O)[nH]1)CCCC3)C1CCCC1 | 4% | -2% | -8% | -1.0% | -4% | ? | -18% | 2.4% | -6% | 35% | i
CCS(=O)(=O)N1CCCC(C(=O)NCCCOC(C)C)C1 (stereo not drawn) | 2% | 1% | 3% | 0.8% | -4% | 3% | 0% | 1.2% | 1% | -1% | i
CCOc1ccc2c(O)csc2c1 | ? | -4% | 17% | -0.7% | -8% | -2% | -19% | -2.0% | -1% | -25% | i
Cc1nc2c3ccccc3n(CC(=O)c3ccc(F)cc3)c(=O)n2n1 | 9% | 0% | . | -0.6% | -2% | 1% | -4% | -0.5% | 1% | 17% | .
CCOC(=O)N1CCN(C(=O)C2CCN(S(=O)(=O)N3CCCC3)CC2)CC1 | -4% | 1% | -1% | 0.6% | -4% | -2% | 7% | -2.5% | 2% | 2% | i
O=C1CC(N2CCN(c3ccc(C(=O)c4ccc(F)cc4)cc3)CC2)C(=O)N1 (stereo not drawn) | -8% | -3% | 9% | -0.2% | -1% | 1% | 7% | 0.2% | -10% | 12% | i
COc1cc2c3c(c1)C1(C(=O)N3C(C)(C)C=C2C)C(C#N)=C(N)Oc2cc(C)oc(=O)c21 (stereo not drawn) | 5% | 1% | 13% | -0.7% | -4% | 11% | 2% | 0.2% | 0% | 10% | i
CCCn1c(SCC(=O)NCCc2ccc(OC)c(OC)c2)nc2c1c(=O)n(C)c(=O)n2C | 11% | 0% | 35%[activator] | -2.0% | -5% | 14% | 2% | -5.0% | -1% | -4% | i
C=C(C)C(O)/C=C/c1ccc(C)cc1 (stereo not drawn) | 11%[11.4 µM] | 0%[11.5 µM] | . | 0.7%[15.4 µM] | . | 9%[11.4 µM] | 3%[11.4 µM] | -1.4%[15.4 µM] | 0%[11.5 µM] | . | .

Two records picked at random from those above:
SMILES | HADH2 inhib | Casp7 inh | USP2a inhib | BRCT inh red | Pol III holo inh | HEK293 cAMP cs | ALOX15 inhib | BRCT PPI green | Casp1 inh | Tau fil binding | Rhodamine autofl
Cc1nc2c3ccccc3n(CC(=O)c3ccc(F)cc3)c(=O)n2n1 | 9% | 0% | . | -0.6% | -2% | 1% | -4% | -0.5% | 1% | 17% | .
COc1cc2c3c(c1)C1(C(=O)N3C(C)(C)C=C2C)C(C#N)=C(N)Oc2cc(C)oc(=O)c21 (stereo not drawn) | 5% | 1% | 13% | -0.7% | -4% | 11% | 2% | 0.2% | 0% | 10% | i

New compounds follow.
SMILES | HADH2 inhib | Casp7 inh | USP2a inhib | BRCT inh red | Pol III holo inh | HEK293 cAMP cs | ALOX15 inhib | BRCT PPI green | Casp1 inh | Tau fil binding | Rhodamine autofl
Cc1nc(NCC2CCCO2)c2nnn(Cc3ccccc3Cl)c2n1 (stereo not drawn) | 9% | -6% | 1% | 0.2% | -5% | 17% | 0% | -0.8% | -4% | 1% | i
O=C(Nc1cc(C(F)(F)F)ccc1N1CCOCC1)c1cccnc1 | 8% | 2% | 3% | 0.0% | -7% | 19% | 2% | -2.1% | -1% | -10% | i
CN(C)S(=O)(=O)c1ccc(Oc2ccccc2)cc1 | -4% | 0% | -7% | -1.4% | 0% | 23% | 7% | -1.5% | -1% | -7% | i
COc1cccc(-c2nc(CS(=O)(=O)CC(=O)N3CCN(C4CCCCC4)CC3)c(C)o2)c1 | -10% | -1% | . | -0.5% | -5% | 18% | 2% | 0.7% | -2% | 16% | .
Cc1ccc(NS(=O)(=O)c2cc(C(=O)N3CCOCC3)ccc2C)cc1 | 9% | -1% | 4% | 1.2% | 1% | 25% | 12% | -3.4% | 2% | -6% | i
COC(=O)c1cc(OC)c(OC)cc1-n1cnc2cc(OC)c(OC)cc2c1=O | 4% | 1% | -1% | -1.4% | -4% | -1% | 3% | -1.4% | -2% | 12% | .
CCOc1cc(S(=O)(=O)Nc2ccc(Cl)cn2)ccc1F | -4% | 0% | 7% | -1.7% | -4% | 4% | 0% | 0.1% | -1% | -5% | i
CCn1ncc(Br)c1C(=O)Nc1cc(C(=O)OC)ccc1C(=O)OC | ? | -2% | 0% | 0.9% | 1% | 13µM* | 11% | 2.0% | -3% | 0% | i
CCOC(=O)COc1ccc2c(c1)C(=O)CC(C)(c1cccnc1)O2 (stereo not drawn) | 126%[activator] | -20% | 11% | 1.4% | 4% | -1% | 14% | 0.5% | ? | -3% | i
O=C(NCCN1CCN(C(=O)Nc2ccccc2)CC1)Nc1ccccc1 | 5% | -1% | . | -0.9% | -8% | 2% | -4% | 0.5% | 2% | -2% | .
CCCCOCCCNC1=NCCCCC1 | 6% | 1% | 4% | -5.7% | -7% | 11% | 3% | -1.3% | 1% | -6% | i

Compound activity from PubChem BioAssay.
